TTR transcr act: TTR transcription activation, primary screen; SH-SY5Y TTR promoter Gaussia luciferase, luminescence; 100% = recombinant luciferase protein wells; activation, % at 16.7 µM; 92,000 compounds, 1.3% hits; AID 1117267;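 active = activation above the mean of all tested compounds plus 3 SD, cut at about 9.5% in these data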;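 note: cells exposed to compounds for one day before reading; 0% = median of all test compound wells on the plate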
* marks the source's active call; other numbers are inactive results; & = joins results of further samples. An excerpt, so the mix of outcomes need not match the whole.

TTR transcr act	SMILES
0.1	C[C@H](CO)N1C[C@H](C)[C@H](CN(C)C(=O)c2ccc(N3CCN(C)CC3)cc2)OCc2cnnn2CCCC1=O
-1.4	N#Cc1cccc(C(=O)OCC(=O)NCc2ccco2)c1
1.1	CCn1c(CNC(=O)c2cccc(C)c2)nnc1SCC(=O)Nc1cccc(OC)c1
-0.6	COc1ccc(CCNC(=O)CCCOc2ccc(Cl)cc2)cc1OC
-0.1	O=C(COC(=O)CNC(=O)c1ccccc1)NCc1ccc2c(c1)OCO2
-0.3	CCCCC(=O)Nc1ccc2c3c(cccc13)C(=O)N2CC
-0.7	Cc1ccc(-n2c(-c3ccco3)nc3c(cnn3-c3ccc(C)cc3)c2=O)cc1
-1.7	COC(=O)c1ccc(C(=O)N2CCCC(CNC(=O)c3ccccc3Cl)C2)cc1 (stereo not drawn)
3.2	O=C(O)CSc1ccnc2cc(Cl)ccc12
-0.3	O=C(Nc1ccccc1)Nc1scc2c1c(=O)oc1ccccc12
4.8	CNC(=O)c1nc(C)c(C2(C)CC(c3ccccc3)=NO2)s1 (stereo not drawn)
-1.1	COc1ccccc1C(O)P(=O)(OC1CCCCC1)OC1CCCCC1 (stereo not drawn)
1.7	Cc1cccc(OCCSc2nnc(-c3ccoc3C)n2C)c1
0.3	CCCCNC(=O)C1C(c2ccc(OC)cc2)=Nc2ccccc2N1C(=O)Cc1cc(OC)cc(OC)c1 (stereo not drawn)
-0.1	CCc1ccc(NC(=O)c2ccccc2Br)cc1
4.0	O=C(c1nc2ncccn2n1)N1CCN(c2ccc(F)cc2)CC1
-0.1	O=C(CCNC(=O)C1CCN(S(=O)(=O)c2ccccc2)CC1)NCc1ccc(Cl)cc1
-1.7	Oc1ccccc1CN1CCN(C(c2ccccc2)c2ccccc2)CC1
-1.5	CC(C)CC(=O)NC(=S)Nc1cc(C(F)(F)F)ccc1N1CCOCC1
-0.6	CCOc1ccc(C(=O)Nc2nc(C)c(C(=O)OC)s2)cc1
-1.0	Cc1nn(CC(=O)Nc2nccs2)c(C)c1[N+](=O)[O-]
-0.2	COC(=O)c1c(NC(=O)c2ccc(OC(C)C)cc2)sc2c1CC(C)(C)NC2(C)C
-2.3	COc1ccc(-c2noc(CCC(=O)N3CCN(c4cccc(C)c4)CC3)n2)cc1
-0.9	O=C(CCCCCN1C(=O)CCC1=O)NCc1ccccc1
-1.2	CCOC(=O)c1cnc2nc(NCc3ccc(OC)c(OC)c3)[nH]n2c1=O
7.8	N#CCCn1c(SCC(=O)c2c[nH]c3ccccc23)nc2ccccc21
-0.8	CCCOc1ccc(CNC(=O)Cn2c(=O)oc3ccccc32)cc1
-1.1	C=C(C)CN=CC1(C)CCC(C)=CO1 (stereo not drawn)
5.5	COCc1cc(C)nc2sc(C(=O)NC3CCCCC3)c(N)c12
-1.0	Cc1nc(-c2cccc(NC(=O)C3CCCCC3)c2)cs1
-0.8	Cc1ccc(-n2c(COc3c(C)cccc3C)nnc2SCC(=O)Nc2nccs2)cc1
-0.5	CC(C)CC(NC(N)=O)C(=O)Nc1ccc2c(c1)OCO2 (stereo not drawn)
0.3	Cc1cc(C)n(CC(C)(O)c2ccccc2)n1 (stereo not drawn)
1.3	O=C(Nn1nnnc1Nc1ccccc1)C12CC3CC(CC(C3)C1)C2
-1.1	Cc1cc(/C=C2\C(=N)N3C(SCc4ccccc4)=NSC3=NC2=O)c(C)n1Cc1ccccc1
0.6	CC(C)=N/N=C1/NC(=O)C(c2ccc(Cl)cc2)S1 (stereo not drawn)
3.4	Cc1onc(-c2ccccc2Cl)c1C(=O)N(C)Cc1ccccc1
4.0	CC1=C(C(=O)N2CCOCC2)C(c2ccc(-c3ccccc3)cc2)NC(=S)N1 (stereo not drawn)
1.1	COP(=O)(OC)C(Nc1ccc(Cl)cc1)c1ccccc1 (stereo not drawn)
-0.2	COCCNC(=O)c1ccccc1NC(=O)c1ccccc1N(C)S(=O)(=O)c1ccc(C)cc1
0.1	C=CCC1(N(C(C)=O)c2ccccc2)CCCCC1
-0.8	Cn1cccc1/C=N/NC(=O)CNc1cccc2ccccc12
1.6	Nc1cc(=O)[nH]c(=O)n1Cc1ccccc1
-1.8	Cc1cccc(N2CCN(c3nnc(C(F)(F)F)s3)CC2)c1
0.0	CCn1ncc(C2=NOC(C(=O)Nc3c(C)nn(Cc4ccc(F)cc4)c3C)C2)c1C (stereo not drawn)
-0.7	CC(=O)c1c(C)[nH]c(C(=O)OCC(=O)Nc2cccc(S(=O)(=O)N(C)C)c2)c1C
-1.1	CC(C)(C)c1ccccc1NC(=O)c1cc(-c2ccncc2)nc2ccccc12
3.6	CC/C(Cc1ccccc1)=N\NC(=O)c1cc([N+](=O)[O-])cc([N+](=O)[O-])c1
-1.1	O=S(=O)(c1ccc(Oc2ccccc2)cc1)N1CCOCC1
0.7	CCOc1ccc(/C=C/C(=O)Nc2ccc(C(N)=O)cc2)cc1OC

A second format for some results above:
| smiles | TTR transcr act |
| --- | --- |
| CCn1c(CNC(=O)c2cccc(C)c2)nnc1SCC(=O)Nc1cccc(OC)c1 | 1.1 |
| COc1ccc(CCNC(=O)CCCOc2ccc(Cl)cc2)cc1OC | -0.6 |
| O=C(COC(=O)CNC(=O)c1ccccc1)NCc1ccc2c(c1)OCO2 | -0.1 |
| CCCCC(=O)Nc1ccc2c3c(cccc13)C(=O)N2CC | -0.3 |
| Cc1ccc(-n2c(-c3ccco3)nc3c(cnn3-c3ccc(C)cc3)c2=O)cc1 | -0.7 |
| COC(=O)c1ccc(C(=O)N2CCCC(CNC(=O)c3ccccc3Cl)C2)cc1 (stereo not drawn) | -1.7 |
| O=C(O)CSc1ccnc2cc(Cl)ccc12 | 3.2 |
| O=C(Nc1ccccc1)Nc1scc2c1c(=O)oc1ccccc12 | -0.3 |
| CNC(=O)c1nc(C)c(C2(C)CC(c3ccccc3)=NO2)s1 (stereo not drawn) | 4.8 |
| COc1ccccc1C(O)P(=O)(OC1CCCCC1)OC1CCCCC1 (stereo not drawn) | -1.1 |
| Cc1cccc(OCCSc2nnc(-c3ccoc3C)n2C)c1 | 1.7 |
| CCCCNC(=O)C1C(c2ccc(OC)cc2)=Nc2ccccc2N1C(=O)Cc1cc(OC)cc(OC)c1 (stereo not drawn) | 0.3 |
| CCc1ccc(NC(=O)c2ccccc2Br)cc1 | -0.1 |
| O=C(c1nc2ncccn2n1)N1CCN(c2ccc(F)cc2)CC1 | 4.0 |
| O=C(CCNC(=O)C1CCN(S(=O)(=O)c2ccccc2)CC1)NCc1ccc(Cl)cc1 | -0.1 |
| Oc1ccccc1CN1CCN(C(c2ccccc2)c2ccccc2)CC1 | -1.7 |

Following part
TTR transcr act	SMILES
0.5	COc1cccc(-c2nnc(-c3ccco3)o2)c1
0.8	Cc1cc(C)cc(NC(=O)N2CCc3ccccc3C2)c1
2.3	CCCCn1c(N)c(N(CCOC)C(=O)CN2c3ccccc3CC2C)c(=O)[nH]c1=O (stereo not drawn)
-2.7	COc1ccccc1-c1cc(C(=O)NC(C)c2ccccc2)no1 (stereo not drawn)
-3.0	O=c1[nH]c(=O)n(Cc2ccco2)c2c1C(C(F)(F)F)(C(F)(F)F)N=C(Cc1ccccc1)N2
-0.9	COc1ccc2nc(C)cc(N3CCC(C(N)=O)CC3)c2c1
3.0	NC(=O)c1ccc(NC(=O)CN2CCN(c3ccccc3)CC2)cc1
1.0	O=C(C1CCN(S(=O)(=O)c2cccc3nsnc23)CC1)N1CCc2ccccc21
-1.2	CCc1ccc(CN(C)CC(=O)Nc2ccc3c(c2)CCC3)cc1
4.1	COc1ccc(CC(=O)N/N=C/c2cc(Br)cs2)cc1OC
-2.4	COCCNc1ccnc2c(Cl)cccc12
-1.3	O=[N+]([O-])c1ccc(-c2nc(NCC3CCCO3)c3ccccc3n2)cc1 (stereo not drawn)
-0.1	COc1ccc2c(c1)-c1nc(/N=C/c3c(O)ccc4ccccc34)sc1CC2
0.0	C/C(=N\OCC(=O)Nc1c(C)cc(C)cc1C)c1ccc2c(c1)OCCO2
0.7	N#Cc1ccc(-c2ccc(F)cc2)nc1Sc1ccccc1
0.6	COc1ccc(CCC(=O)NCc2ccco2)cc1
0.8	COc1ccc(S(=O)(=O)Nc2ccc3c(c2)C(=O)N([C@H](C)CO)C[C@H](C)[C@@H](CN(C)S(=O)(=O)c2ccc(F)cc2)O3)cc1
0.5	COc1ccc(OC)c(NC(=O)O[C@@H]2CC[C@@]34CCCN3C(=O)CCC[C@H]4C2)c1
-0.4	Cc1c(NC(=O)/C(C#N)=C/c2cccs2)c(=O)n(-c2ccccc2)n1C
-0.3	COc1cc(CC(CC(=O)c2ccc3c(c2)OCO3)C(=O)O)cc(OC)c1OC (stereo not drawn)
-3.9	Cc1c(Cl)cccc1NC(=O)c1cc(-c2ccccc2O)n[nH]1
-3.6	COc1cccc(-c2cc(C(F)(F)F)n3nc(C(=O)N4CCCCC4c4cccnc4)cc3n2)c1 (stereo not drawn)
0.9	C(=N\Nc1nc2ccccc2[nH]1)/c1ccccn1
0.3	CN(C)CC/C=C1/c2ccccc2Sc2ccc(Cl)cc21
-1.0	COc1cc(/C=N/NC(=O)CCN2CCN(c3ccccc3)CC2)cc(OC)c1OC
-1.7	Cc1ccc(/C=C/C(=O)OCC(=O)Nc2ccccc2Sc2ccccc2)cc1
-0.6	O=C(NCc1cccnc1)c1cccc2c1C(=O)N(Cc1cccnc1)C2
0.2	O=C(CCn1ccnc1)Nc1nc2ccccc2[nH]1
-0.5	Cn1cc(CNCc2cn[nH]c2-c2ccc(F)cc2)c(-c2ccc3c(c2)OCCO3)n1
-1.2	O=C(N[C@H]1C/C=C\C[C@@H](CC(=O)N(CCO)Cc2ccccc2)C(=O)N2CCC[C@H]2COC1=O)OCC1c2ccccc2-c2ccccc21
0.1	Cc1ccc(NC(=S)N/N=C/c2ccc(Cl)c([N+](=O)[O-])c2)cc1
-0.2	CCCCCNC(=O)c1ccc(NS(=O)(=O)c2ccc3[nH]c(=O)[nH]c3c2)cc1
-0.6	CCC(c1nnnn1C1CCCC1)N1CCN(c2ccccc2)CC1 (stereo not drawn)
2.9	O=C(C(O)c1ccccc1)N1N=C(c2ccccc2)CC1(O)C(F)(F)F (stereo not drawn)
0.6	Cc1c(C#N)c(N=CN(C)C)c(C(=O)c2ccc(Br)cc2)n1-c1ccc(Cl)cc1
0.9	CC(=O)NCCc1nc2ccccc2n1CCc1ccccc1
-0.1	Cc1ccsc1/C=N/n1c(-c2ccccc2)n[nH]c1=S
0.3	Cc1ccc(S(=O)(=O)N(C)C[C@H]2Oc3ncc(-c4ccccc4)cc3C(=O)N([C@@H](C)CO)C[C@@H]2C)cc1
-1.3	NNC(=O)CN1C(c2ccc(Br)cc2)=Nc2ccc(Br)cc2C1c1ccccc1 (stereo not drawn)
3.1	CN(CC(=O)NCc1ccccc1)CC(=O)Nc1ccc(Cl)c(C(F)(F)F)c1
22*	O=C(CSc1nnc(Cc2ccccc2)n1-c1cccc(Cl)c1)N1CCOCC1
-0.9	Cc1noc(C)c1COC(=O)[C@@H](NC(=O)c1ccccc1)C(C)C
-1.0	Cc1cc(C(=O)N2CCN(c3ccccc3)CC2)c(C)o1
-0.3	CCCOc1ccc(N2C(=O)CC(NCc3ccc(S(N)(=O)=O)cc3)C2=O)cc1 (stereo not drawn)
-0.6	Cn1c(-c2cc3ccc(OC(=O)C(C)(C)C)cc3oc2=O)nc2ccccc21
-0.3	O=c1c2cc3cc4c(cc3nc2ncn1CCc1ccccc1)OCO4
1.5	COc1ccc(Cl)cc1NC(=O)COC(=O)C1CC1
-0.7	CC(/C=N/NC(=O)c1cc(-c2cccn2C)n[nH]1)=C\c1ccccc1
0.8	O=C(CN1CCN(C(=O)N2CCOCC2)CC1)Nc1ccc(Br)cc1
-0.6	COc1ccc(/C=C2/C(=O)N(c3nc4ccccc4s3)N=C2CSc2ccc(Cl)cc2)cc1

The results go on.
TTR transcr act	SMILES
-0.4	COc1ccc(NC(=O)c2ccco2)cc1NC(=O)c1ccc(C)cc1
3.6	COC(=O)CSC(C)C(=O)Nc1nnc(C(C)C)s1 (stereo not drawn)
6.7	CCn1c(=O)cc(SCC(=O)N2CCN(c3ccccc3OC)CC2)c2ccccc21
0.7	CCCC1CCC2(CCCN2CCOC(=O)Nc2ccccc2OC)CC1 (stereo not drawn)
4.1&1.5&0.3	c1csc(CNc2ncnc3ccc(-c4ccc5c(c4)OCO5)cc23)c1
-4.4	COc1ccc2[nH]c(=O)c(CN(CC3CCCO3)C(=O)Nc3ccc(F)cc3)cc2c1 (stereo not drawn)
1.5	CCOC(=O)c1ccc(S(=O)(=O)N2CCN(C(C)=O)CC2)cc1
-0.1	O[C@H]1C[C@H](c2ccc(Cl)cc2)N(CC2CCCCC2)C[C@@H]1n1cc(-c2ccc(F)cc2)nn1
7.9	NS(=O)(=O)c1ccc(NC(=O)N[C@@H](Cc2ccccc2)C(=O)O)cc1
0.3	O=C1N(Cc2ccccc2F)c2ccccc2C12OCCCO2
3.9	O=C(CN(c1ccc(Cl)cc1)S(=O)(=O)c1ccccc1)N/N=C/c1ccco1
2.7	Cn1c(CC(=O)Nc2ccccc2F)nnc1SCC(=O)Nc1nncs1
-1.3	O=S1(=O)C[C@@H](N2CC[C@@H](O)C2)[C@H](COCc2ccccc2)N1
1.2	COc1ccc(-c2nc(-c3ccccc3OC)no2)cc1OC
-1.0	C=C1c2cc(C)c(C)cc2NC(=O)N1c1ccccc1
2.4	Cc1cc(S(=O)(=O)N2CCCC2)ccc1OCC(=O)N1CCC(C(N)=O)CC1
-1.1	COc1ccc(NC(=O)CCCN2C(=O)CCC2=O)cc1Cl
0.7	COC(=O)c1cc(S(=O)(=O)C(C)C)c(S(C)=O)s1 (stereo not drawn)
-2.0	CCc1ccc(S(=O)(=O)NCc2cn3cccc(C)c3n2)s1
0.7	Cn1c(=O)cc(C(=O)N/N=C/c2ccc(F)cc2)[nH]c1=O
1.2	CSCCC(NC(=O)c1ccc(Cl)cc1Cl)C(=O)NCc1ccncc1 (stereo not drawn)
-2.0	CCOC(=O)C1=C(c2ccccc2)OC(N)=C(C#N)C1c1cccnc1 (stereo not drawn)
-0.6	CSc1nc2sc3c(c2c(=O)[nH]1)CC(C)(C)OC3
